ASAP1 GAP inh: inhibitors of human ASAP1 ArfGAP activity; Q9ULH1; ASAP1-stimulated ARF1 GTP hydrolysis, GDP FP detection; inhibition, % at 16.5 µM; hit rate 0.19% among 360,000; AID 624377; in the data active = inhibition above about 25%;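 also: 0% = vehicle with enzyme and substrate and 100% = no enzyme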
NR1D1 modulator: Rev-erb alpha (human) modulation; P20393; Rev-erbα–FITC-DNA binding, fluorescence polarization, 90 min; activity, % at 10 µM; hit rate 0.79% among 370,000;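 active = activity above about 14%, limit read from the data; passing the limit was not always enough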;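 also: 0% = DMSO wells with 35 nM protein and 100% = DMSO wells with 750 nM protein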
KLK7 zymogen act: proKLK7 (human) activation, primary screen; hit rate 0.9% among 370,000; purified proKLK7, EDANS-DABCYL substrate fluorescence; 100% is mature enzyme control, 0% vehicle; activation, % at 7 µM;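 active = activation above the mean of all tested compounds plus 3 SD, computed per campaign excluding outliers beyond control limits, cut at about 13% in these data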
Tn7 DDE FP: inhibitors of Tn7 peptide binding to human fibrin DD(E). P02675. FP displacement of FITC-Tn7 peptide from fibrin DD(E); 0% = median of compound wells per plate. inhibition, % at 8.3 µM. hit rate 0.13% among 370,000. AID 720508;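 active = inhibition above the mean of compounds falling within the control limits plus 3 SD of them, cut at about 14% in these data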;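 also: 0% = plate median of compound wells and 100% = 10 µM Aha-Tn7 peptide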
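assay system = human clot-derived fibrin DD(E) complex | quantity = Fibrin-DD(E) at 2 µM final | timing = 10 min preincubation, 3 h with tracer, room temperature | signal = fluorescence polarization | measure = percent inhibition | benchmarks = high control wells with 10 µM unlabelled Aha-Tn7 peptide (full inhibition) | replicates = singlicate testing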
ARFGAP1 inhibitor: inhibitors of rat ARFGAP1. inhibition, % at 16.5 µM. AID 651572. Arfgap1-stimulated ARF1 GTP hydrolysis, GDP FP detection. hit rate 0.26% among 360,000. Q62848;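 active = inhibition above a per-plate limit, mean inhibition of low control wells plus 3 SD, cut at about 25% in these data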;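 also: 0% = DMSO wells with enzyme and 100% = wells lacking Arfgap1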
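Repeats: one replicate per compound; assay system: rat Arfgap1 catalytic domain, aa 1-136; times: enzyme reaction 120 min at 25 °C after 20 min preincubation; detection: FP of antibody-bound GDP Alexa 633 tracer, ex 620/em 688 nm; benchmarks: high control wells lacking Arfgap1, low control full reaction with DMSO; reagent: human ARF1(Δ1-17)-GTP substrate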
PLCg1 inh: PLC-gamma1 (human) inhibition, primary screen; hit rate 0.84% among 370,000; P19174; inhibition, % at 12.2 µM; AID 720700; purified PLC-gamma1, fluorogenic substrate, fluorescence; in the data active = inhibition above about 9.5%
UHRF1 binding: human UHRF1 methylated DNA binding inhibitors | inhibition, % at 4.4 µM | hit rate 0.75% among 370,000 | UHRF1 binding to methylated oligo, TR-FRET | Q96T88; in the data active = inhibition above about 21%;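 also: UHRF1 SRA domain binding a hemimethylated CpG hairpin DNA probe; 0% = median of test compound wells and 100% = reference inhibitor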
DDE Tn6 FP inh: disrupts Tn6 cyclic peptide binding to fibrin D-Dimer-E complex | P02675 | Fibrin DD(E) TRITC-Tn6 fluorescence polarization displacement | inhibition, % at 8.3 µM | hit rate 0.21% among 370,000;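 active = inhibition above a per-campaign cutoff: mean of compounds within control limits plus 3 SD, cut at about 15% in these data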;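 also: 0% = median of all compound wells on the plate and 100% = blocking peptide control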
HGIII-sPLA2 inh: Inhibits HGIII-sPLA2 liposome hydrolysis, primary screen; Q9NZ20; QFRET BODIPY PC-A2 liposome hydrolysis, fluorescence; inhibition, % at 12.2 µM; hit rate 0.56% among 370,000; AID 743126;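 active = inhibition above mean plus 3 SD of compounds lying within the high and low control bounds, cut at about 19% in these data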;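 also: 0% = median of test compound wells and 100% = no enzyme DMSO wells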
PLCb3 inh: blocks human PLC-beta3 enzyme activity; AID 720704; Purified PLC-beta3, fluorogenic substrate, fluorescence; hit rate 0.18% among 370,000; inhibition, % at 12.2 µM; in the data active = inhibition above about 11%;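 also: 0% = median of compound wells on plate and 100% = full blocker control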
Target sequence (Q01970 whole entry, looked up): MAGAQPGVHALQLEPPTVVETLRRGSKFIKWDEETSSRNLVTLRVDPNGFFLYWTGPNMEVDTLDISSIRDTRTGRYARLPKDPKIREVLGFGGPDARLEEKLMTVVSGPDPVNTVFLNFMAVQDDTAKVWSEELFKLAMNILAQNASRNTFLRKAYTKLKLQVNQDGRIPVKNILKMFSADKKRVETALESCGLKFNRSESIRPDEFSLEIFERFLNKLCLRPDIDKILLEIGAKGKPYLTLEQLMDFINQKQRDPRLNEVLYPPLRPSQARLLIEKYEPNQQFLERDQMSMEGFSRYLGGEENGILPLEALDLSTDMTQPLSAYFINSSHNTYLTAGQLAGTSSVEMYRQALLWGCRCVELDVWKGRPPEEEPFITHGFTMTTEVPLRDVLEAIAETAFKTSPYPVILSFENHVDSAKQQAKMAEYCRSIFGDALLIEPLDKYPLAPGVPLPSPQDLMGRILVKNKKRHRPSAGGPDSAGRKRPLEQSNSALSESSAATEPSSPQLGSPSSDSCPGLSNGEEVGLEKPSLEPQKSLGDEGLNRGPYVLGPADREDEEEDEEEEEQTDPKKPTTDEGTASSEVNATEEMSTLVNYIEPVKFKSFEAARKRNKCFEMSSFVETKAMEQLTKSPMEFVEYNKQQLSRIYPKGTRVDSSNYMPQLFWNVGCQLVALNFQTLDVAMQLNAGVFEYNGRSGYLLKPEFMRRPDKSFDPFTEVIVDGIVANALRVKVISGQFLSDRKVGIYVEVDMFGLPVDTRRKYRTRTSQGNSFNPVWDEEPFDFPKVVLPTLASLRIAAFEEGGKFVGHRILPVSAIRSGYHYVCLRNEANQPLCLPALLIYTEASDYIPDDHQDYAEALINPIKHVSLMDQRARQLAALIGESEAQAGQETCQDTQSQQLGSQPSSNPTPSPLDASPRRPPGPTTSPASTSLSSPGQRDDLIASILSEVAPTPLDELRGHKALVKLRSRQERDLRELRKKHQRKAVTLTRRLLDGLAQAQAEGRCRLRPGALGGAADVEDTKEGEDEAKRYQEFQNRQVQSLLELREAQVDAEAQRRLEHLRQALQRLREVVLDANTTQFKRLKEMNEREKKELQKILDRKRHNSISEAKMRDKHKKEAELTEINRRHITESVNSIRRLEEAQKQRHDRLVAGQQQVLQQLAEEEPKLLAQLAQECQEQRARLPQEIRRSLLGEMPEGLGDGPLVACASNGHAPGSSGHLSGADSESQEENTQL
* marks the source's active call; other numbers are inactive results; . = no result given. The order is random; overall some 4.5% were active at least once.

ASAP1 GAP inh	NR1D1 modulator	KLK7 zymogen act	mol	Tn7 DDE FP	ARFGAP1 inhibitor	PLCg1 inh	UHRF1 binding	DDE Tn6 FP inh	HGIII-sPLA2 inh	PLCb3 inh
-1	-5	-0.9	CCOC(=O)/C=C/C(=O)OCC(=O)Nc1ccc(Cl)cn1	1	-1	-4	-2	-5	5	-3
2	4	-0.2	O=C1N/C(=C/c2ccc(N3CCOCC3)cc2)C(=O)N1Cc1ccc(F)cc1	-5	-4	-15	1	2	-5	-19
2	6	0.1	O=C1N/C(=N\S(=O)(=O)c2ccccc2)S/C1=C\c1cc([N+](=O)[O-])ccc1O	-1	-4	-164	2	-1	-34	-273
0	2	0.4	NS(=O)(=O)c1ccc(CCNC(=O)C2CCN(S(=O)(=O)c3cnc[nH]3)CC2)cc1	-9	8	-3	0	-7	-3	2
6	3	0.3	CSc1ccc(Cl)c(C(=O)NCCCn2ccnc2)c1	10	5	-34	2	2	12	-52
-6	-5	-0.1	CCCOC(=O)C(C)Sc1n[nH]c(=O)[nH]c1=O (stereo unspecified)	4	0	0	0	4	2	0
-5	2	-0.1	COc1ccc(C(C)(O)c2nc(-c3cncnc3)cs2)cc1 (stereo unspecified)	-6	12	2	1	0	2	1
9	2	0.3	CCOCc1nnc(NC(=O)c2cc(OC)c(OC)c(OC)c2)s1	-1	0	-1	3	-6	2	-5

Following part:
ASAP1 GAP inh	NR1D1 modulator	KLK7 zymogen act	mol	Tn7 DDE FP	ARFGAP1 inhibitor	PLCg1 inh	UHRF1 binding	DDE Tn6 FP inh	HGIII-sPLA2 inh	PLCb3 inh
-4	-3	-0.5	COCCCNC(=O)CN(c1cc(Cl)cc(Cl)c1)S(C)(=O)=O	6	-6	6	5	9	-4	-1
-5	-1	0.3	COC(=O)c1ccc(NC(=O)CSC2=NCCN2)cc1	-3	5	-1	0	-3	2	-1
16	7	-0.7	O=C(c1cccc(Cl)c1)N1CCN(Cc2ccccc2)CC1	3	-5	0	0	5	4	1
-1	-2	-0.4	COc1ccc(C(=O)NCC(=O)OCC(=O)NCc2ccc3c(c2)OCO3)cc1	1	2	-1	-2	-2	-7	0
2	1	0.3	O=C(CC1c2ccccc2Oc2ccccc21)N1CCN(c2ccccn2)CC1	-1	-1	0	1	5	-5	0
5	4	-0.2	COc1ccc(/C(N)=N/OC(=O)c2ccc3c(c2)OCO3)cc1	-5	5	1	-2	3	-4	7
4	0	1.0	Cn1cnnc1SCC(=O)NC1CCCN(Cc2ccc(Cl)cc2)C1 (stereo unspecified)	-11	-2	0	-1	-3	-3	-1
.	-2	-0.1	C=CCN1C(=O)[C@@H](CC(=O)N2CCOCC2)[C@]2(C(=O)OC)CCCCC=C12	-3	.	2	-1	-6	9	-2

Going on with the list:
ASAP1 GAP inh	NR1D1 modulator	KLK7 zymogen act	mol	Tn7 DDE FP	ARFGAP1 inhibitor	PLCg1 inh	UHRF1 binding	DDE Tn6 FP inh	HGIII-sPLA2 inh	PLCb3 inh
6	1	-0.4	Cc1ccc(NC(=O)CSc2nnc(COc3ccccc3C)o2)cc1	3	0	-3	-2	-2	-4	-4
2	3	0.3	CC(C)C[C@H](NC(=O)c1nc[nH]c1C(=O)N1CCc2ccccc2C1)C(=O)OCc1ccccc1	0	9	4	-6	-1	-10	5
13	4	2.6	COc1cccc2c(=O)c(C(=O)NCc3cccs3)c[nH]c12	-6	-5	-42	2	-6	1	-50
0	-1	-0.8	COc1ccc(-c2nc(N)n(C(=O)c3cccs3)n2)cc1	0	-5	-3	4	-3	7	-10
-2	-8	-0.3	O=S(=O)(c1ccccc1)N1CCN(CCO)CC1	-4	0	1	-1	-1	5	1
-7	7	-0.1	CCCNC(=O)NC(=O)CSc1ccc(C)cc1C	8	-11	-1	1	-1	-4	1
12	2	-0.1	COC(=O)CC1C(=O)NCCN1C(=O)c1c(F)cccc1F (stereo unspecified)	-2	0	0	0	5	-1	0
-3	1	0.8	Cc1c(-c2ccccc2)oc2c(C(=O)N3CCN(c4ccccc4F)CC3)cccc2c1=O	6	-6	4	-6	7	-7	2

(further entries)
ASAP1 GAP inh	NR1D1 modulator	KLK7 zymogen act	mol	Tn7 DDE FP	ARFGAP1 inhibitor	PLCg1 inh	UHRF1 binding	DDE Tn6 FP inh	HGIII-sPLA2 inh	PLCb3 inh
-2	-1	0.0	CCOc1ccc(N2C(=O)CC(NCc3ccc(F)cc3)C2=O)cc1 (stereo unspecified)	4	-3	-3	0	3	4	0
-1	5	0.9	O=C(COc1ccccc1Cc1ccccc1)NCCCN1CCOCC1	0	12	0	1	2	1	-2
18	2	-0.3	COc1cccc(C(N)=O)c1OC(=O)Cc1ccccc1F	-5	4	-88	2	-3	-9	-116
2	-1	-0.4	CCC(=O)Nc1cccc(-c2nnc(-c3cccc(NC(=O)CC)c3)o2)c1	1	18	-3	-1	6	-1	-2
0	4	0.0	CCOc1ccc(N(CC(=O)NC2CCCCC2)C(=O)CCC(=O)Nc2nccs2)cc1	5	4	0	1	3	11	-7
1	-9	-0.1	COc1ccc(C(=O)NN2CCCCC2)cc1OC	0	-6	3	1	-3	5	4
1	3	0.1	CCN1CCN(C/C(C)=C/c2ccccc2)CC1	-7	23	0	0	-1	1	-1
4	-3	0.0	Cc1cc(=O)[nH]c(-n2nc(C)c(Oc3ccccc3O)c2C)n1	-1	-1	7	2	0	-5	1

Continued:
ASAP1 GAP inh	NR1D1 modulator	KLK7 zymogen act	mol	Tn7 DDE FP	ARFGAP1 inhibitor	PLCg1 inh	UHRF1 binding	DDE Tn6 FP inh	HGIII-sPLA2 inh	PLCb3 inh
-8	-1	0.0	CC(C)CCn1nnnc1CN1CCN(c2ccc(F)cc2)CC1	4	4	-1	4	-5	5	-6
8	-6	0.1	COc1cc(C(c2c(C)[nH][nH]c2=O)c2c(C)[nH][nH]c2=O)cc(Br)c1OC	-2	7	2	-9	-10	-36	-4
10	5	0.0	O=[N+]([O-])c1ccc(Cl)cc1CNc1ccc(F)c(F)c1	9	4	-10	-5	-10	-1	-14
-6	-5	-0.3	CCOC(=O)N1CCN(CC(=O)Nc2nnc(C(F)(F)F)s2)CC1	2	5	-1	-3	0	-1	-4
-15	6	-0.3	CCCN(CCC)C(=O)Cn1c(=O)n(CCCCCC(=O)Nc2ccccc2)c(=O)c2sccc21	5	-5	1	-3	8	5	2
-4	-29	-0.2	COc1ccccc1NCCC(=O)OCC(=O)NCc1ccco1	9	9	-2	0	0	2	0
-2	-2	-0.3	CC(=O)NCCSc1ccc(S(=O)(=O)N2CCCC2)cn1	-4	-2	0	0	7	14	-13
3	-1	-2.1	COc1ccccc1N=CC1=C(O)CC(c2ccccc2)CC1=O (stereo unspecified)	-6	-6	-10	0	0	-3	-12

(further entries)
ASAP1 GAP inh	NR1D1 modulator	KLK7 zymogen act	mol	Tn7 DDE FP	ARFGAP1 inhibitor	PLCg1 inh	UHRF1 binding	DDE Tn6 FP inh	HGIII-sPLA2 inh	PLCb3 inh
-10	-2	0.5	CCOc1ncccc1C(=O)OCC(=O)c1ccccc1	2	-3	2	-1	-2	1	-8
6	-4	0.5	O=C(NCc1ccccc1)c1cc2nc(C3CC3)cc(C(F)(F)F)n2n1	5	-8	-30	-4	-5	-5	-38
0	11	-4.6	COc1ccc(-c2cnc3c(-c4ccc(F)cc4)cnn3c2N)cc1	-8	1	-30	1	7	-1	-52
6	4	-0.1	Cc1ccc(/C=N/NC(=O)C(C)NC(=O)c2ccccc2)cc1 (stereo unspecified)	-6	0	-2	-3	0	-4	1
11	5	0.6	O=C(O)c1ccccc1NS(=O)(=O)c1ccc(N/N=C/c2cccc(O)c2O)c([N+](=O)[O-])c1	-5	-28	9.6*	1	-14	-49	1
-2	-4	-0.5	O=C1c2ccccc2C(=O)N1CC(O)COc1ccc(Br)cc1 (stereo unspecified)	6	3	0	5	2	10	-6
18	1	0.1	CSc1ccccc1NC(=O)C(C)N1C(=O)c2ccccc2S1(=O)=O (stereo unspecified)	-4	19	3	0	-6	4	-4
16	-2	0.7	C[C@H](CO)N1C[C@H](C)[C@@H](CN(C)S(=O)(=O)c2ccccc2)Oc2ccc(NC(=O)CCN3CCOCC3)cc2C1=O	-7	-1	-3	1	2	-8	-4

Remaining list, next part.
ASAP1 GAP inh	NR1D1 modulator	KLK7 zymogen act	mol	Tn7 DDE FP	ARFGAP1 inhibitor	PLCg1 inh	UHRF1 binding	DDE Tn6 FP inh	HGIII-sPLA2 inh	PLCb3 inh
-8	-27	0.1	COc1ccccc1C1=Nc2cccc3cccc(c23)N1	-11	6	0	-6	-5	14	-5
3	0	0.2	Cc1cc(NC(=O)Cn2ccc([N+](=O)[O-])n2)no1	1	9	2	23*	4	-2	-4
2	-1	-0.2	Cc1cccc(NC(=O)CNC(=O)COC(=O)CCS(=O)(=O)c2ccccc2)c1C	-8	-2	4	-2	1	-1	-1
-4	-1	-13	COc1ccccc1/C=C/C=N/n1c(-c2n[nH]c3c2CCC3)n[nH]c1=S	-5	11	-12	2	1	4	-18
-9	-4	-0.3	CCOC(=O)c1ccc(NC(=O)N(CC)CC)cc1	-6	4	7	5	5	3	2
1	0	-0.4	COc1ccc(Cl)cc1C(=O)NNC(=O)CN1C(=O)C2CC=CCC2C1=O (stereo unspecified)	-7	4	8	1	-6	3	-3
4	-2	-0.3	COc1cc2c(cc1OC)[C@@H](NC(=O)C(C)C)[C@H](O)C2	-3	17	4	-1	-2	2	4
3	3	-0.6	O=S(=O)(Nc1cccc(-n2cnnn2)c1)c1cccc(Cl)c1	1	1	-1	-4	-4	-17	-2
1	3	0.5	Cc1ccc(Nc2nc(N)nc(CN3CCN(Cc4ccc5c(c4)OCO5)CC3)n2)c(C)c1	-4	0	-1	1	-2	-3	-4
14	-6	0.4	O=C(Nc1ccc([N+](=O)[O-])cc1)Nc1ccc2[nH]c(=O)[nH]c2c1	-1	9	0	-4	-17	-5	-4

Some of these compounds in order of length of the SMILES, ascending:
ASAP1 GAP inh	NR1D1 modulator	KLK7 zymogen act	mol	Tn7 DDE FP	ARFGAP1 inhibitor	PLCg1 inh	UHRF1 binding	DDE Tn6 FP inh	HGIII-sPLA2 inh	PLCb3 inh
-8	-27	0.1	COc1ccccc1C1=Nc2cccc3cccc(c23)N1	-11	6	0	-6	-5	14	-5
-8	-1	0.0	CC(C)CCn1nnnc1CN1CCN(c2ccc(F)cc2)CC1	4	4	-1	4	-5	5	-6
2	4	-0.2	O=C1N/C(=C/c2ccc(N3CCOCC3)cc2)C(=O)N1Cc1ccc(F)cc1	-5	-4	-15	1	2	-5	-19
